ERG-DNA inh – qHTS for Small Molecule Inhibitors of the ERG Ets/DNA interaction; Transcriptional regulator ERG (Homo sapiens), P11308; fluorescence polarization, His-ERG Ets domain / labelled DNA; Potency, µM (top dose mostly 76.9 µM), without a hit: at the highest dose FP activity, negative = inhibition, usual class: inhibitors; actives 0.028% (n = 370,000); active = well fitted inhibition curve with a large enough effect in the polarisation, with a control signal flat; inconclusive = small, poorly fitted or top-dose-only effect, or effect the other way, or a change in a side signal; inactive = no such curve, though single readings can be large or run the other way; the % refers to the polarisation;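 note: polarization taken with two DNA probes labelled with fluorescein and Texas red; potency is the fitted concentration of half-maximal effect; % of control where 0% means no effect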
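His-tagged ERG Ets domain (1 uM in the protein solution; 300mM KCl, 50mM Tris-HCl, 1mM EDTA, 1mM DTT, pH 7.5) received compound, then a probe mix of 5 nM fluorescein-DNA and 100nM Texas-615-DNA. Fluorescence polarization was read for both dyes.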
G9a inh – qHTS Assay for Inhibitors of Histone Lysine Methyltransferase G9a; Histone-lysine N-methyltransferase EHMT2 (Homo sapiens), Q96KQ7; G9a H3K9 monomethylation, AlphaScreen, 2 h; Potency, µM (highest dose often 102 µM), for the others: at the top dose activity, negative = inhibition, hits mostly inhibitors; actives 8.8% (n = 350,000); AID 504332, 2011; note: potency is the fitted concentration of half-maximal effect; % is set by controls: 0 for no effect and ±100 for the full control effect; nearly all actives have a fitted effect of over 75% in size
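G9a (20 nM) preincubated 15 min RT with compounds, then 500 nM biotinylated H3K9 peptide and 20 uM SAM added; 2 h RT reaction. Monomethyl-H3K9 product detected by AlphaScreen with anti-H3K9me1 antibody, streptavidin donor and anti-rabbit IgG acceptor beads.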
ALOX12 inh – Primary qHTS assay for inhibitors of human arachidonate 12S-lipoxygenase (ALOX12): Round 2 | AID 1671190, 2021 | actives 1.1% (n = 580,000) | Polyunsaturated fatty acid lipoxygenase ALOX12 (Homo sapiens), P18054 | purified 12hLO, xylenol orange hydroperoxide absorbance | Potency, µM (doses to about 108 µM), inactives show at the highest dose activity change, negative = inhibition, actives largely listed as inhibitors; note: potency is the fitted concentration of half-maximal effect; % is set by controls: 0 for no effect and ±100 for the full control effect
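Hydroperoxide product was detected by ferrous iron/xylenol orange as the 573 to 405 nm absorbance ratio. Arachidonic acid at 40 uM (final) was turned over for 30 min at room temperature by 150 nM human 12hLO, pH 7.0 Hepes buffer, after 15 min compound preincubation.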
BAZ2B inh – qHTS Assay for Inhibitors of BAZ2B. AlphaScreen BAZ2B-H3K14Ac peptide displacement. Bromodomain adjacent to zinc finger domain protein 2B (Homo sapiens), Q9UIF8. actives 4.4% (n = 360,000). Potency, µM (highest dose often 114 µM), inactives show at the highest dose activity change, negative = inhibition, hits mostly inhibitors; note: potency is the fitted concentration of half-maximal effect; % is set by controls: 0 for no effect and ±100 for the full control effect; nearly all actives have a fitted effect of over 60% in size
Target sequence (Q9UIF8 whole entry, looked up, the tested form may be a part): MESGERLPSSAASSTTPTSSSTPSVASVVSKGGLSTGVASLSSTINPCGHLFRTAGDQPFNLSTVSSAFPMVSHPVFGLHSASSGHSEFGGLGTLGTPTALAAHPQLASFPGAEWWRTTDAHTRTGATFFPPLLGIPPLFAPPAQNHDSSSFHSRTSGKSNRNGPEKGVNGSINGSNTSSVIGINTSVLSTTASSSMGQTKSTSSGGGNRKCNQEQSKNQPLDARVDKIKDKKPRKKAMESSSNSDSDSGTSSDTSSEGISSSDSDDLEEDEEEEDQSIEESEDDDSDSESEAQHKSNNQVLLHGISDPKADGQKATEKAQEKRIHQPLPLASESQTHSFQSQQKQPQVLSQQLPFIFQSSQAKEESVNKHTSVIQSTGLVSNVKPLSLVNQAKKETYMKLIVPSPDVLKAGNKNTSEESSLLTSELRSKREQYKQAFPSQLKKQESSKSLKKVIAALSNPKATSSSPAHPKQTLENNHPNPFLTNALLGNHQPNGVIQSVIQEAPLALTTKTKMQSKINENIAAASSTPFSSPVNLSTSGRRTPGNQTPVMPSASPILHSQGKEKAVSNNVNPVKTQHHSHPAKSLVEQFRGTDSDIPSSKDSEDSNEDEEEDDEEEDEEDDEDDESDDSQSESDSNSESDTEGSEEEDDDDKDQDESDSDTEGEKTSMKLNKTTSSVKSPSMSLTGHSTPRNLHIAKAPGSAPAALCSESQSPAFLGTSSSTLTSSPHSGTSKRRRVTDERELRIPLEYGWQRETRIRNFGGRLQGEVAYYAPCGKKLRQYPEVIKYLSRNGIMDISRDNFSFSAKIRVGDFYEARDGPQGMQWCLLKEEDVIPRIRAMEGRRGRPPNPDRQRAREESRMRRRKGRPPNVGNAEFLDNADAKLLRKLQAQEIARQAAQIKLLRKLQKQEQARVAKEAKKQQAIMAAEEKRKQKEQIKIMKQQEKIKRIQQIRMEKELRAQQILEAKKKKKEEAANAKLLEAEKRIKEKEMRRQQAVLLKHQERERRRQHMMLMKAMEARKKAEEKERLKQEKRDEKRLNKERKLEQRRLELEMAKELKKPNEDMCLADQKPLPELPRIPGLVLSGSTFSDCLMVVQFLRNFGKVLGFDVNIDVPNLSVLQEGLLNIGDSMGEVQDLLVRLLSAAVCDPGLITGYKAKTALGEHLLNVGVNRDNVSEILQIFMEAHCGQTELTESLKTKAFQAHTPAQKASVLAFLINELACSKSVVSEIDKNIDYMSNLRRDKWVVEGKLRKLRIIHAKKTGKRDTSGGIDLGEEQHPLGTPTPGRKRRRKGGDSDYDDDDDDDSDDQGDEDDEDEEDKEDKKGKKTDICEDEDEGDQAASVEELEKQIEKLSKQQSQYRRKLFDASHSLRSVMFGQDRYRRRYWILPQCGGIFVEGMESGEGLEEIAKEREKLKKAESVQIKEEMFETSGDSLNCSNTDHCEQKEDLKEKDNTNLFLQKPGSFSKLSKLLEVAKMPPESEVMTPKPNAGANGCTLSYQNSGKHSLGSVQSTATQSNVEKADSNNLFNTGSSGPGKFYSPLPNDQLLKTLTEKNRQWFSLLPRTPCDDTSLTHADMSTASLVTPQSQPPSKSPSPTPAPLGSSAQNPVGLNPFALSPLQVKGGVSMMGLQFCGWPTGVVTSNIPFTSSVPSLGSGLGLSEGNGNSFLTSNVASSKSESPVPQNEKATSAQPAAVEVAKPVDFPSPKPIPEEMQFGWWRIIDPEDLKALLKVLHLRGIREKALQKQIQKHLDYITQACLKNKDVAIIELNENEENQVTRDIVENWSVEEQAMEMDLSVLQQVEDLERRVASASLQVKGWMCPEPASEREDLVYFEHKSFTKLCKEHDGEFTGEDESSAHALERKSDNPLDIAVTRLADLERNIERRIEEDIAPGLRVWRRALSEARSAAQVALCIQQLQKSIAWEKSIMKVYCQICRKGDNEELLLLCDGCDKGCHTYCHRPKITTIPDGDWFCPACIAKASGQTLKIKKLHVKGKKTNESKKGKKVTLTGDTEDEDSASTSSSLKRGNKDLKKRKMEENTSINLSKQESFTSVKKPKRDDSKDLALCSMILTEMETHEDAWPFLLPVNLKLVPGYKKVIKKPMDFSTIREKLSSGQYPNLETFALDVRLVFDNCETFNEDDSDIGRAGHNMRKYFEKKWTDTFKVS
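Multi-concentration screen (max 110 uM) measuring displacement of acetylated histone H3 peptide from BAZ2B by AlphaScreen, using 50 nM protein, 50 nM peptide and 10 ug/mL streptavidin donor plus Ni-chelate acceptor beads.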
HP1b binding inh – HTS for Inhibitors of HP1-beta Chromodomain Interactions with Methylated Histone Tails; actives 0.56% (n = 390,000); AID 540317, 2011; Potency, µM (doses to about 114 µM), for the others: at the top dose activity change, negative = inhibition, usual class: inhibitors; AlphaScreen HP1-beta / biotin-H3K9me3 peptide binding; note: potency is the fitted concentration of half-maximal effect; nearly all actives have a fitted effect of over 70% in size; inactives centre near 23
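HP1-beta protein (50 nM final) preincubated 30 min at room temperature with biotinylated H3(1-18)K9me3 peptide (50 nM) in PBS pH 7.4, 0.01% Tween-20, then compound added for 30 min. AlphaScreen streptavidin donor/nickel chelate acceptor beads (10 ug/mL final), 30 min dark, luminescence read.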
GLS inh – qHTS for Inhibitors of Glutaminase (GLS); Glutaminase kidney isoform, mitochondrial (Homo sapiens), O94925; GLS enzymatic activity, qHTS titration; Potency, µM (highest dose often 45.5 µM), without a hit: top-dose activity change, negative = inhibition, usual class: inhibitors; actives 0.21% (n = 410,000); AID 624170, 2012; note: potency is the fitted concentration of half-maximal effect; % is set by controls: 0 for no effect and ±100 for the full control effect
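hKGA in 45 mM KH2PO4 pH 8.2, 0.02% Tween-20 with pin-transferred compounds; 1 mM L-glutamine (stock) plus glutamate oxidase/HRP/Amplex Red coupling added. Fluorescence read initially and after 30 min at RT.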
JMJD2A Tudor – qHTS Assay for Inhibitors of JMJD2A-Tudor Domain; Lysine-specific demethylase 4A (Homo sapiens), O75164; AlphaScreen JMJD2A-Tudor / H3K4me3 peptide binding; Potency, µM (series often up to 114 µM), for inactives: at the top dose activity change, negative = inhibition, usual class: inhibitors; actives 4.4% (n = 390,000); AID 504339, 2011; note: potency is the fitted concentration of half-maximal effect; % is set by controls: 0 for no effect and ±100 for the full control effect; nearly all actives have a fitted effect of over 50% in size
PI4K2A inh – qHTS for small molecular inhibitors of PI4K2A; purified PI4K2A, ADP-Glo luminescence, 1 h; stronger effect = lower value; activity change, negative = inhibition, % at 76.9 µM; actives 0.13% (n = 420,000); in the data active = activity change below about -50%; inconclusive = mostly about -30% to -49%;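 note: -100% = wells without enzyme as full effect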
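ADP-Glo luminescence measured ADP generated by PI4K2A enzyme (4 ug/mL before mixing) with 1.2 mM PI substrate (pre-mix) and 300 microM ATP (pre-mix). Tris pH7.5 buffer with MgCl2, Triton X-100; 1 h reaction at ambient temperature.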
RGS4 inh – Inhibitors of Regulator of G Protein Signaling (RGS) 4: qHTS; Regulator of G-protein signaling 4 (Homo sapiens), P49798; Transcreener GDP fluorescence polarization, RGS4-accelerated GTP hydrolysis; Potency, µM (series often up to 114 µM), for inactives: top-dose activity change, negative = inhibition, hits mostly inhibitors; actives 0.039% (n = 390,000); note: potency is the fitted concentration of half-maximal effect; % is set by controls: 0 for no effect and ±100 for the full control effect; nearly all actives have a fitted effect of over 75% in size; some results filed as inactive show a strong effect at the top dose
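MLSMR compounds (23 nl, pin-transferred) preincubated 10 min at room temperature with a 500nM (2x) first reagent, then RGS4 at 900nM (2x) plus Transcreener GDP mix added; fluorescence polarization (620/688 nm) read before and after 90 min at 30 °C.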
* hit, by the source's call; u = inconclusive; x = not tested or not shown; & = joins results of further samples; [ ] = dose if it differs, or a comment. Unless noted, calls come from the whole dose curve; as a rule, active = well fitted curve in the direction sought with a large enough effect; inconclusive = small, poorly fitted or top-dose-only effect, or another doubt; inactive = no such curve, though single readings can be large; an effect the other way counts as inactive or inconclusive.

SMILES	ERG-DNA inh	G9a inh	ALOX12 inh	BAZ2B inh	HP1b binding inh	GLS inh	JMJD2A Tudor	PI4K2A inh	RGS4 inh
COc1ccccc1N1CCN(S(=O)(=O)c2ccc(Cl)s2)CC1	x	-27%[12.7 µM]	2%	5%	59%[activator]	2%	2%	-3	4%
O=C(Nc1nnc(C2CC2)s1)c1ccc(Cl)nc1	0%	-22%[59 µM]	11%	1%	49%[activator]	-3%	2%	-2	-4%
CCCCOC(=O)c1ccc(NC(=O)c2cc3c(=O)n4cccc(C)c4nc3s2)cc1	-8%	9%[59 µM]	-30%	6%	32%	0%	4%	-6	7%
CCOC(=O)N1CCC(NC(=O)c2ccc(CS(=O)(=O)c3ccc(OC)cc3)o2)CC1	8%	13%	358%[activator]	9%	42%[activator]	1%	-11%	0	13%
CCC(=O)N1CCc2cc(S(=O)(=O)NCCC(=O)Nc3cc(C)ccc3OC)ccc21	4%	-36%[59 µM]	-1%	x	30%	1%	-18%	2	6%
CCCSCCCNC(=O)C1CCN(C(=O)c2cc3sccc3n2C)CC1	-4%	10%[59 µM]	-4%	6%	10%	1%	-23%	3	20%
CCCCn1c(N)c(N(CCOC)C(=O)CCN2C(=O)C3CC=CCC3C2=O)c(=O)[nH]c1=O (configuration not stated)	3%	x	24%	x	28%	2%	-8%	-6	-6%
CN(C)CCCNC(=O)/C(=C/c1ccc(-c2ccc([N+](=O)[O-])cc2)o1)NC(=O)c1ccccc1	-6%	-4%	u	-4%	34%	2%	5%	2	24%
COc1cccc(NC(=O)Nc2ccccc2SC)c1	-4%	6%	-5%	-19%	13%	8%	-32%	-1	-21%[11.4 µM]
COc1ccc(C2CC(=O)C(C=NCCN3CCN(C(=S)Nc4ccccc4)CC3)=C(O)C2)cc1 (configuration not stated)	u	x	236%[activator]	19%	38%	4%	-16%	4	-5%
CC1CCCCC12NC(=O)N(CC(=O)Nc1cccnc1Cl)C2=O (configuration not stated)	-6%	13%[0.501 µM]	-2%	0%	18%[57 µM]	0%	10%	4	0%
COCCCNc1ncnc2sc3c(c12)CCC(C)C3 (configuration not stated)	2%	-15%[59 µM]	83%	10%	26%	6%	8%	0	30%
Cc1cc(OC(C)C(N)=O)nc(-c2ccccc2)n1 (configuration not stated)	7%	-4%	0%	-10%	35%	-6%	1%	-6	-38%
OCCCn1c(C2CCCN2c2nc(-c3ccc(F)cc3)cs2)nc2cc(C(F)(F)F)ccc21 (configuration not stated)	-5%	x	-5%	x	3%	-6%	-31%	-3	u
CCN(CCCC(=O)c1ccc(F)cc1)CCc1ccccc1	-1%	x	-12%	0%	75%[activator]	0%	-21%	0	-10%
O=C(CSc1nnc(Cc2ccc(Cl)cc2)o1)Nc1ccccc1	-2%	u	-19%	-9%	0%	-5%	18%	2	-25%
COc1cccc(C(c2sc3ncnn3c2O)N2CCc3ccccc3C2)c1 (configuration not stated)	-5%	7.1µM*	-16%	-6%	-10%	6%	-25%	20	-14%
COc1ccc(OC)c(NC(=O)CSc2nnc(C)n2Cc2ccccc2)c1	2%	-6%[59 µM]	-14%	u	11%	0%	-24%	4	7%
Cc1cc(C)nc(NS(=O)(=O)c2ccc(NC(=S)NC(=O)C(C)C)cc2)n1	12%	6%[59 µM]	-23%	3%	64%[activator]	16%	-15%	2	-8%
CCCc1cc(C(=O)Nc2ccc(Cl)cn2)cs1	-1%	164%[activator]	-12%	87%[activator]	64%[activator]	-3%	62%[activator]	-7	-21%
CCOc1ccc(CCNC(=O)C2CCN(C(=O)N3CC(CC)Oc4ccc(C)cc43)CC2)cc1 (configuration not stated)	9%	-8%[59 µM]	-15%	u	23%	1%	-9%	-5	2%
CS(=O)(=O)N(CC(=O)N1CCOCC1)c1ccccc1	-3%	-9%	2%	0%	26%	-9%	-22%	5	8%
CCN(c1ccccc1)S(=O)(=O)c1nnc(NC(=O)C(C)C)s1	7%	17%	13%	-1%	12%	-6%	-1%	-7	19%
CC(C)Oc1ccc(C2CC(=O)N(c3cccc(C(=O)O)c3)C2=O)cc1 (configuration not stated)	-6%	17%[59 µM]	11%	3%	14%	23%	-12%	2	20%
CCc1ccc(N(CC(=O)NC)S(C)(=O)=O)cc1	11%	-1%[12.7 µM]	47%[activator]	-3%	66%[activator]	8%	-26%	1	-22%

Grouped by structure, those above with fluorine (2)
SMILES	ERG-DNA inh	G9a inh	ALOX12 inh	BAZ2B inh	HP1b binding inh	GLS inh	JMJD2A Tudor	PI4K2A inh	RGS4 inh
OCCCn1c(C2CCCN2c2nc(-c3ccc(F)cc3)cs2)nc2cc(C(F)(F)F)ccc21 (configuration not stated)	-5%	x	-5%	x	3%	-6%	-31%	-3	u
CCN(CCCC(=O)c1ccc(F)cc1)CCc1ccccc1	-1%	x	-12%	0%	75%[activator]	0%	-21%	0	-10%

Limited to RGS4 inh and ALOX12 inh, for 2 of the compounds above:
smiles,RGS4 inh,ALOX12 inh
O=C(CSc1nnc(Cc2ccc(Cl)cc2)o1)Nc1ccccc1,-25%,-19%
COc1cccc(C(c2sc3ncnn3c2O)N2CCc3ccccc3C2)c1 (configuration not stated),-14%,-16%

Of the compounds above, 2 have a furan ring, fused or not:
SMILES	ERG-DNA inh	G9a inh	ALOX12 inh	BAZ2B inh	HP1b binding inh	GLS inh	JMJD2A Tudor	PI4K2A inh	RGS4 inh
CCOC(=O)N1CCC(NC(=O)c2ccc(CS(=O)(=O)c3ccc(OC)cc3)o2)CC1	8%	13%	358%[activator]	9%	42%[activator]	1%	-11%	0	13%
CN(C)CCCNC(=O)/C(=C/c1ccc(-c2ccc([N+](=O)[O-])cc2)o1)NC(=O)c1ccccc1	-6%	-4%	u	-4%	34%	2%	5%	2	24%

Following part.
SMILES	ERG-DNA inh	G9a inh	ALOX12 inh	BAZ2B inh	HP1b binding inh	GLS inh	JMJD2A Tudor	PI4K2A inh	RGS4 inh
COc1ccccc1/C=C/c1nc2ccccc2c(=O)o1	-12%	x	42%[activator]	x	50%[activator]	3%	-2%	-7	21%
Cc1ccc2ncnc(Nc3ccc(C)c(C)c3)c2c1	-5%	-3%	20%	-1%	41%[activator]	3%	4%	2	4%
Cc1ccc(-n2nc(C(=O)N3CCOCC3)cc2-c2ccc(Cl)cc2)cc1	-1%	23%[59 µM]	u	-4%	11%	-3%	-9%	-5	37%
O=C(CSc1ncc2c(n1)-c1cc(Cl)ccc1N(Cc1ccccc1)S2(=O)=O)NCc1ccccc1	8%	8%[59 µM]	u	0%	13%	1%	-15%	-2	u
CCOCCn1c(N2CCN(c3ccccc3)CC2)nc2c1c(=O)n(C)c(=O)n2C	-9%	-6%[12.7 µM]	-7%	-1%	19%	-2%	-8%	2	6%
Cc1ccc(CNc2ncnc3c2c(-c2ccccc2)cn3-c2ccccc2)cc1	-2%	-4%[59 µM]	u	-12%	43%[activator]	-3%	-23%	7	-22%
C=COCCNC(=O)C(=O)NC(C)C	0%	15%	0%	2%	20%	-2%	-14%	3	-19%
COc1ccccc1O	18%	u	12%	-1%	19%	15%	-12%	1	-10%
CCOC(=O)N1CCN(C(=O)c2cnc(Nc3ccccc3OC)c3ccccc23)CC1	-2%	20%[59 µM]	0%	18%	39%[activator]	-5%	13%	0	-2%
COC(=O)c1nc2cc(C)ccn2c1F	-3%	-14%	u	5%	38%	5%	-9%	1	-15%
CCOC(=O)c1nonc1NC(C)=O	-1%	16%[59 µM]	0%	7%	47%[activator]	5%	-9%[57.1 µM]	-4	-3%[56.9 µM]
CC(C)c1ccc(NC(=O)CCS(=O)(=O)c2ccc3c(c2)CC(=O)N3C)cc1	9%	7%[59 µM]	-4%	0%	15%	-2%	5%	-1	-11%
O=C(NCCS(=O)(=O)N1CCN(c2ccccc2F)CC1)c1cccc(Br)c1	0%	-7%	1%&2%	-4%	79%[activator]	-4%	-10%	4	6%[56.9 µM]
COc1ccccc1NC(=S)NC1CCCC1	-4%	x	u	x	50%[activator]	7%	0%	1	-2%
Cc1cc(=O)[nH]c(SCc2cc(Cl)ccc2OC(F)F)n1	-14%	-6%	8%	8%	33%	6%	-1%	5	17%
CCN1CCN(C(=O)CCN2C(=O)c3ccccc3C2=O)CC1	-2%	-18%	-2%	-12%	11%	1%	-1%	0	-13%
CCCCOCCCNC(=O)/C=C/c1ccccc1Cl	-5%	x	0%	x	39%[activator]	4%	8%	2	16%

Screening results (PubChem BioAssay)

The list is partial. The share of hits here may be higher or lower than overall.
